# AT treatment: candidate therapy for ataxia-telangiectasia. AID 485349. […] A-T fibroblasts, KAP-1 phosphorylation AlphaLISA; neocarzinostatin DNA damage 30 min before lysis. 0.19% of 320,000 active. Potency, µM (top dose mostly 57.5 µM), inactives show at the top dose activation, most hits filed as activators; also: potency is read from the fitted curve at half-maximal effect; % of control where 0% means no effect; nearly all actives have a fitted effect of over 45% in size
#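 hTERT-immortalized A-T patient fibroblasts ([…]), 500 cells/well in OPTI-MEM, 1% FBS, got compounds for 60 min, then NCS for 30 min at 37C. Lysates were then assayed for phospho-KAP-1 by AlphaLISA (anti-pKAP1 donor, anti-KAP1 acceptor beads), 6 hr at 25C.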
# MLL CXXC-DNA inh: inhibitors of human MLL CXXC domain-DNA interaction; 0.037% of 290,000 active; MLL-CXXC / FITC-HOXA9 DNA fluorescence polarization; Potency, µM (top dose mostly 115 µM), without a hit: top-dose activity change, negative = inhibition, most hits filed as inhibitors; Q03164; AID 2662; active = well fitted inhibition curve with a large enough effect in the polarisation, with a control signal flat, not every such curve was filed as active; inconclusive = small, poorly fitted or top-dose-only effect, or effect the other way, or a change in a side signal; inactive = no such curve, though single readings can be large or run the other way; the % refers to the polarisation; also: potency is read from the fitted curve at half-maximal effect
#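 Fluorescence polarization: 7 uM MLL-CXXC (stock) preincubated 5 min with compounds, then 50 nM fluorescein-HOX-A9 DNA (stock) added; 30 min ambient. Buffer 50 mM Tris-HCl pH 7.5, 50 mM NaCl, 1 mM DTT, 0.05% BSA.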
# KCNH2 3.1 block: inhibitors of human KCNH2 3.1 potassium channel isoform. U2OS KCNH2 3.1, thallium flux FluxOr; hits give low values. activity change, % (tested at about 1.8 µM). 0.95% of 340,000 active. AID 720553;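 active = maximum activity change below -70%; inconclusive = maximum activity change from -70% to -50%; inactive = maximum activity change above -50%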;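 also: thallium influx rate constant from kinetic fluorescence after stimulation buffer; % is scaled to controls: 0 for no effect and ±100 for the full control effect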
#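 Thallium flux read-out: FluxOr dye with Red40 quencher in HBSS/HEPES, 45 min at RT. Rate constants from kinetic reads were normalized to positive and negative DMSO controls. Cells: U2OS virally expressing the 3.1 isoform.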
# a7 integrin act: activators of alpha7 integrin expression for muscular dystrophy; alpha7betagal myoblasts, beta-gal FDG fluorescence, 48 h; Potency, µM (titrated, usually from 38.3 µM), for inactives: top-dose activation, hits mostly activators; 0.064% of 350,000 active;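 also: potency is read from the fitted curve at half-maximal effect; 100% = response of the positive control SU9516; nearly all actives have a fitted effect of over 60% in size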
#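 alpha7betagal+/- myoblasts (passage 13, 250/well) treated 48 h at 37C with compounds at 1:260 dilution of DMSO stock. Lysed, then beta-galactosidase activity read as FDG fluorescence (ex 480/em 540) after 30 min, with pre-read for autofluorescence.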
# S-ASM inh: inhibitors of human secretory acid sphingomyelinase; P17405; placental ASM, HMU-PC fluorogenic substrate, 60 min; AID 504937; 0.006% of 340,000 active; Potency, µM (series often up to 57.5 µM), for inactives: at the highest dose activity change, negative = inhibition, hits mostly inhibitors; also: potency is read from the fitted curve at half-maximal effect
# Target sequence (P17405 47-631 limits assumed): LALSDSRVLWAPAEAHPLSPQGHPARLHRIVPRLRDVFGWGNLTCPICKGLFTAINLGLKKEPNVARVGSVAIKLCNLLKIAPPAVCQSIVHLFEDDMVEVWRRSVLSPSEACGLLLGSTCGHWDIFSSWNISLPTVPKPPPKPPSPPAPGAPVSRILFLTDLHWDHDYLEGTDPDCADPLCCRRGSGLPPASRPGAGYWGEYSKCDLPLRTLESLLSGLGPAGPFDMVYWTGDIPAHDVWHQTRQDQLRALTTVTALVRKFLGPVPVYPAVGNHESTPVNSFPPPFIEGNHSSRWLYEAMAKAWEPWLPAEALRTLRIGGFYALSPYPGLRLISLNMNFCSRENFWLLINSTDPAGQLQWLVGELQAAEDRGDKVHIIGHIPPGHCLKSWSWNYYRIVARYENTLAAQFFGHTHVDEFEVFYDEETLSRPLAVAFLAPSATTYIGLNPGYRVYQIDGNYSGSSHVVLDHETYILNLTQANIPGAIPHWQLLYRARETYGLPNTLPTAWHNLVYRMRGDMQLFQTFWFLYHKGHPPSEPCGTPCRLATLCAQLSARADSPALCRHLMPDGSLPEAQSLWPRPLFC
#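 HMU-PC0 cleavage (9 uM final) by human placental ASM, 60 min at 37 °C following 10 min compound exposure at RT; stopped at pH 10, fluorescence Ex 386/Em 447 nm.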
# FBPA coupling cs: coupling enzyme interference in Giardia aldolase counter-screen; 0.67% of 290,000 active; activity change, negative = inhibition, % at 58.2 µM, hits read low; coupling enzyme system counterscreen, AmpLite Red fluorescence; AID 2472; in the data active = activity change below about -30%; also: % is scaled to controls: 0 for no effect and ±100 for the full control effect
#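 First, compound is pin-transferred into glyceraldehyde-3-phosphate coupling-enzyme reagent at 57.5 uM final and held 10 min at RT. Next, substrate, coupling system and AmpLite Red are added. After 20 min RT, fluorescence (525/598 nm) is read.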
# GALK inhibitor: inhibitors of human galactokinase; Purified GALK, Kinase-Glo residual ATP luminescence; 0.007% of 270,000 active; P51570; Potency, µM (series often up to 57.5 µM), for the others: at the highest dose activity change, negative = inhibition, hits mostly inhibitors; also: potency is read from the fitted curve at half-maximal effect; % is scaled to controls: 0 for no effect and ±100 for the full control effect
# Target sequence (P51570 whole entry, looked up): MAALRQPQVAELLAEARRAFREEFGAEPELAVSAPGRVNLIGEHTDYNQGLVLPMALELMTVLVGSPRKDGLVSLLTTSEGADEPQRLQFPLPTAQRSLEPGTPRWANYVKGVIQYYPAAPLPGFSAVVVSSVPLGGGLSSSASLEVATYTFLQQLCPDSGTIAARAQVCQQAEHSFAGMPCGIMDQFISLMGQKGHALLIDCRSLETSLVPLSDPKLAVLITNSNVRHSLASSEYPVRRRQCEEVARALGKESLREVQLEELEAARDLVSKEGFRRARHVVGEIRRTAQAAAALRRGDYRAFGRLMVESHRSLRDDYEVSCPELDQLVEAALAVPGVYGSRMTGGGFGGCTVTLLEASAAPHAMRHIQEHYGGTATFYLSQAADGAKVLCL
#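 Galactose (100 uM) and ATP (35 uM) were turned over by 5 nM GALK for 1 h at RT. Kinase-Glo Plus then converted the remaining ATP into a luminescent signal.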
# MBNL1 CUG block: MBNL1-poly(CUG) RNA binding inhibition; Q9NR56; TR-FRET MBNL1-His/biotin-(CUG)12 binding, 665/545 ratio; Potency, µM (highest dose often 57.5 µM), for the others: top-dose activity change, negative = inhibition, most hits filed as inhibitors; 0.036% of 280,000 active; AID 2675; active = well fitted inhibition curve with a large enough effect in the signal ratio, with a control signal flat, not every such curve was filed as active; inconclusive = small, poorly fitted or top-dose-only effect, or effect the other way, or a change in a side signal; inactive = no such curve, though single readings can be large or run the other way; the % refers to the signal ratio; also: potency is read from the fitted curve at half-maximal effect; % is scaled to controls: 0 for no effect and ±100 for the full control effect
#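 MBNL1-His + Biotin-(CUG)12, cpd titration 92 nM–58 uM; Tb anti-His Ab 0.055 ng/ul, SA-XL665 5 nM (final); 60 min RT; ratiometric 665/545 nm, Ex 340 nm; normalized to buffer and full-complex controls.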
# TRPV1 ag: human TRPV1 agonism | 0.19% of 320,000 active | AID 540275 | activation, % at 8.33 µM | TRPV1-expressing cells, Fluo-8 calcium influx, agonist mode; in the data active = activation above about 80%; inconclusive = between about 30% and that limit; also: 0% is about no effect
#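 TRPV1-expressing cells were cultured overnight at 35.5C and loaded with Fluo-8 calcium dye for 40 to 90 min at room temperature. After a 10 s baseline, compound was added and calcium influx was read kinetically for 3 min (ex 480/em 520 nm).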
# hERG WT inh: inhibitors of human wildtype KCNH2 potassium channel. 0.37% of 340,000 active. U2OS, BacMam KCNH2, thallium flux FluxOr; hits give low values. activity change, % at 1.84 µM;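 active = maximum activity change below -70%; inconclusive = maximum activity change between -70% and -50%; inactive = maximum activity change above -50%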; also: % is scaled to controls: 0 for no effect and ±100 for the full control effect
#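 U2OS cells were transduced with wild-type KCNH2 virus (2.03 x 10^8 / mL) for 4 h at room temperature, then cultured overnight at 37 C. Thallium flux was read with FluxOr dye. Rate constants were normalized to DMSO controls.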
# * = called active by the depositor; ? = inconclusive; . = not tested or not shown; [ ] = dose if it differs, or a comment. Unless noted, calls follow the shape of the dose curve; as a rule, active = well fitted curve in the direction sought with a large enough effect; inconclusive = small, poorly fitted or top-dose-only effect, or another doubt; inactive = no such curve, though single readings can be large; an effect the other way counts as inactive or inconclusive.
SMILES,AT treatment,MLL CXXC-DNA inh,KCNH2 3.1 block,a7 integrin act,S-ASM inh,FBPA coupling cs,GALK inhibitor,MBNL1 CUG block,TRPV1 ag,hERG WT inh
Cc1c(NC(=O)c2cc(-c3ccc(F)cc3)on2)c(=O)n(-c2ccccc2)n1C,1%,37%[activator],-12,?,4%,2,0%,3%,1,4
CCOc1cc(CN2CCN(CCc3ccccc3)C(CCO)C2)ccc1OC (stereo not given),4%,-2%,-8,-2%,7%,-2,-4%,-3%,-3,11
CCOC(=O)N1CCC(NC(=O)C(CC(C)C)NC(=O)C2CCC(C)CC2)CC1 (stereo not given),0%,5%,8,-5%,-1%,2,-3%,-1%,1,-4
CN(Cc1nc2ccccc2n1C)S(C)(=O)=O,4%,4%,7,-13%,3%,0,0%,8%,1,3
O=C(Cn1nnc(-c2ccccc2Cl)n1)Nc1cccc(S(=O)(=O)N2CCCC2)c1,5%,.,4,-45%[inhibitor],-7%,.,.,.,.,1
O=C(CC1C(=O)NCCN1Cc1ccc(-c2ccccc2)cc1)NCC1CC1 (stereo not given),2%[11.5 µM],42%[activator],11,15%,2%,-4,-1%,3%,0,-1
CC1COC2C(O1)N(S(C)(=O)=O)CCN2S(C)(=O)=O (stereo not given),-5%,4%,-2,0%,2%,0,3%,-5%,-3,13
COc1ccc(N2C(=O)CC(Sc3ncn[nH]3)C2=O)c(OC)c1 (stereo not given),-12%,1%,5,-47%[inhibitor],0%,-3,1%,-10%,-2,-19
OCCN1CCN(CC(O)COc2ccc(-c3ccccc3)cc2)CC1 (stereo not given),1%,12%,-41,-44%,-3%,-1,-3%,1%,1,12
CCn1c(CNC(=O)c2ccc(Cl)cc2)nnc1SCC(=O)N1CCOCC1,-3%,-12%,7,23%,3%,.,6%,-3%,2,16
O=[N+]([O-])c1cccc2cnccc12,.,.,-35,7%,0%,.,.,.,.,-2
O=C(COc1ccccc1F)N1CCc2ccccc2C1,2%,-7%,10,7%,-1%,-3,-1%,-2%,1,-8
Cc1cccc(N2CCN(C(=O)C3CCN(S(=O)(=O)c4c(C)noc4C)CC3)CC2C)c1 (stereo not given),-1%,4%,2,-4%,0%,-2,-2%,-5%,2,2
CCOc1ccc2nc(SCC(=O)c3ccc(C)s3)sc2c1,.,0%,2,16%,-2%,-6,2%,-1%,-2,3
COc1ccc(Cl)cc1C(=O)NCC#N,1%,0%,16,2%,-1%,2,0%,4%,6,-7
CC(=O)c1cccc(S(=O)(=O)N2CCC(C(=O)O)(c3ccccc3)CC2)c1,5%,5%,-1,7%,-3%,-2,0%,5%,-4,6
C=CCC(=O)N1CCCC(CO)(Cc2ccc(F)cc2F)C1 (stereo not given),-2%,-2%,30,?,-2%,-1,6%,-2%,17,3
O=C(Nc1nnc(-c2cccc(F)c2)s1)Nc1ccccc1F,-5%,-21%,.,39%,150%[activator],-1,1%,-2%,5,-27
COc1cccc(NC(=S)NNC(=O)Cn2nc([N+](=O)[O-])cc2C)c1,0%,-1%,0,?,4%,0,-1%,22%,-1,4
Cc1ccc(C(c2c(C)[nH][nH]c2=O)c2c(C)[nH][nH]c2=O)cc1[N+](=O)[O-],-3%,0%,10,5%,-2%,8,1%,.,-7,-2
O=C(Nc1ccc2c(c1)OCO2)N1CCN(c2cccc(C(F)(F)F)c2)CC1,10%,8%,-6,0%,-8%,-2,-1%,-1%,-7,-4
COc1cc(OC)c(/C=N/NC(=O)c2ccc(NC(C)=O)cc2)cc1Br,0%,-5%,14,18%,-1%,2,12%,.,3,7
CCOC(=O)/N=C(/NC(=O)Nc1ccc(C(=O)OCC)cc1)OC,7%,9%,2,-7%,-1%,-2,5%,-13%,1,3
O=S(=O)(/C=C/c1cccc(Br)c1)N1CCOCC1,-5%,2%,-11,-9%,1%,1,7%,-1%,12,7
CCOc1cccc2cc(C(=O)NCCC3=CCCCC3)c(=O)oc12,25%,7%,-13,-4%,-17%,0,0%,22%,21,-1
O=C(NNc1nc2c(F)cccc2s1)c1ccccc1,2%,-4%,6,-29%,2%,-1,2%,1%,2,-2
O=C(COc1ccccc1Cl)Nn1cnnc1,-7%,-6%,-3,-15%,0%,-1,4%,-7%,2,12
CCOC(=O)c1cccc(S(=O)(=O)N2CCCC2)c1,6%,-5%,4,-5%,4%,0,1%,-8%,5,-12
CCOC(=O)c1[nH]c2ccc(OC)cc2c1NC(=O)c1nonc1C,8%,14%,1,?,-1%,-2,3%,8%,?,2
CCOC(=O)c1[nH]c2c(c1C)C(=O)CC(c1ccc(N(C)C)cc1)C2 (stereo not given),-8%,-8%,0,-1%,1%,-2,0%,?,18,-3
O=C(COC(=O)c1ccccn1)Nc1cccc(Cl)c1Cl,4%,2%,-23,-22%,2%,-1,2%,7%,-1,3
Cc1cc(NC(=O)CSc2nc3ccc(Cl)cc3[nH]2)no1,5%,?,-16,2%,0%,-4,0%,5%,13,0
Cn1c(=O)c2c(nc(CN3CCCCC3)n2Cc2c(F)cccc2Cl)n(C)c1=O,-1%,0%,-20,-10%,4%,2,1%,-1%,0,3
COc1ccc(C2CC(=O)Nc3n[nH]c(-c4ccccc4)c32)cc1OC (stereo not given),3%,18%,13,11%,0%,0,-1%,-13%,1,5
CCOC(=O)N1CCN(C(=O)c2ccc(Cn3c(=S)[nH]c4cc(C(=O)OC)ccc4c3=O)cc2)CC1,2%,40%[activator],-10,-14%,11%,.,4%,-8%,-1,-1
O=C(CSc1ccc2nnc(CCNC(=O)c3ccccc3)n2n1)NC1CCCC1,0%,-4%,-7,-14%,1%,.,-2%,-1%,?,2
Nn1c(SCC(=O)N2CCOCC2)nnc1C1CC1,4%,-1%,-39,5%,2%,-2,-1%,1%,0,-26
COc1ccc(OC)c(NC(=O)c2cccnc2Sc2cc(C)ccc2C)c1,32%,-11%,-20,4%,-3%,1,1%,-17%,19,14
COc1ccc(OCC(O)COc2ccc(OC)cc2)cc1,4%,1%,-8,-15%,-3%,6,6%,-10%,2,-3
COc1ccc(-n2ncc3c(NCC4CCCO4)ncnc32)cc1 (stereo not given),-3%,-8%,-8,15%,2%,-2,3%,-3%,-3,-24
S=C(NCCc1ccccc1)NN=C1CCCCCC1,10%,11%,-9,3%,-1%,5,0%,-1%,0,-3
Cc1ccc(S(=O)(=O)N2CCCC(CCC(=O)NCc3ccccc3F)C2)s1 (stereo not given),1%,-7%,-6,-34%,-4%,0,6%,2%,15,-14
C=CCC(C=C)S(=O)(=O)c1ccc(C)cc1 (stereo not given),0%,-1%,4,35%,3%,1,1%,-5%,4,7
CCCCCCCCNS(=O)(=O)CCNC1CCCCC1,.,.,-15,-33%,1%,.,.,.,.,-7
CCOc1cc(/C=N/O)ccc1OCC(=O)Nc1cccc(C)c1,4%,-6%,1,-10%,3%,-6,3%,-6%,0,-4
OC(CNCC(c1ccco1)N1CCCCC1)c1ccccc1 (stereo not given),3%,1%,-10,6%,5%,5,6%,-12%,-5,5
COc1ccccc1NC(=S)NCc1ccccn1,-3%,8%,21,-5%,6%,2,2%,.,1,3
CCOC(=O)c1c(NC(=O)c2ccc(C)cc2)sc2c1CC(C)(C)NC2(C)C,0%,0%,.,.,.,0,7%,0%,0,.
COc1ccc(C(=O)N/C(=C\c2cn(C)c3ccccc23)C(=O)NCCN2CCOCC2)cc1OC,5%,20%,16,-7%,-2%,-14,8%,?,2,49
COC(=O)Nc1ccc2c(c1)ncn2C1CCCCC1,1%,0%,-12,27%,4%,-2,-1%,-5%,-2,-15
# The list continues.
SMILES,AT treatment,MLL CXXC-DNA inh,KCNH2 3.1 block,a7 integrin act,S-ASM inh,FBPA coupling cs,GALK inhibitor,MBNL1 CUG block,TRPV1 ag,hERG WT inh
COc1ccc(C2C3=C(N=C4SCC(=O)N42)c2ccccc2CC3)cc1OC (stereo not given),-1%,-5%,-15,-11%,-4%,-6,1%,13%,-1,-20
CN1CCN(C(=O)C23CC4CC(CC(C4)C2)C3)CC1,2%,-5%,5,13%,-1%,0,0%,?,0,2
COc1ccc(CN=CC2=C(O)CNC2=O)cc1OC,9%,5%,-13,22%,-2%,2,0%,-15%,0,-2
Cc1csc(=O)n1CC(=O)OCC(=O)c1c(N)n(CC(C)C)c(=O)n(C)c1=O,-2%,.,-2,-41%,1%,.,.,.,2,4
Cc1ccc(C(=O)N/C(=C/c2ccco2)C(=O)NCCc2c[nH]c3ccccc23)cc1C,-3%,20%,-5,26%,-1%,2,-2%,-6%,5,-3

# From PubChem
